Assay outcomes from PubChem.
Myeloid diff 2 – promotes myeloid progenitor differentiation | actives 1% (n = 360,000) | calls only at 10 µM | ER-HoxA9 myeloid progenitors, lysozyme-GFP differentiation, flow cytometry | AID 624256;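 active = normalized GFP-positive differentiation at or above the plate's own cutoff, the solvent-only control mean plus 3 SD; inconclusive = no clear call, values can overlap the other calls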;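 note: cells exposed to compound for four days before flow analysis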
Autophagy mod – modulators of autophagy; calls only at 10 µM (by protocol); AID 463193; actives 0.98% (n = 190,000); MEF GFP-LC3 puncta imaging; test concentration mostly 10 µM;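 active = percentage of spot-positive cells more than 3 SD above its plate mean, without a fluorescence outlier flag or 80% toxicity; inconclusive = no clear call, values can overlap the other calls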;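 note: spot-positive cell cutoff set from DMSO-treated cells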
WT yeast gro inh – growth inhibition of WT yeast, mitochondrial fusion screen; AID 1362; actives 2.1% (n = 190,000); mitochondrial fusion phenotypic screen, WT strain; inhibition, % at 10 µM; in the data active = inhibition above about 58%; tested in S. cerevisiae
West Nile antiviral – inhibition of WNV-induced cytopathic effect – cell-based, CPE readout (AID 1621); West Nile virus-infected cells, CPE inhibition; higher % means a stronger effect; one-dose CPE inhibition, % at 10 µM; IC50 in µM for titrated hits; actives 0.02% (n = 290,000); in the data active = a potency from the dose series; inconclusive = CPE inhibition mostly from about 3.7% at the one dose, without a potency; inactive = the rest, 99 in 100 with CPE inhibition below about 2.2%; note: strong numbers were not always called active
T cell modulator – T cell immune modulators affecting CD8 T cell-vesicle binding; actives 0.068% (n = 330,000); calls only at 7 µM; AID 2052; 2C CD8+ T cell-vesicle binding, flow cytometry; stronger effect = lower value;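 active = response, share of CD8 T cells binding vesicles, and their 90th percentile fluorescence all below set limits, cut at about 80% in these data, passing the limit was not always enough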
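Benchmarks: naked versus QL9-loaded vesicles / Assay system: purified 2C TCR transgenic mouse naive CD8+ T cells / Technique: high-throughput flow cytometry with anti-B7-1 and anti-CD8 staining / Timing: Cell–vesicle co-incubation 1.5 h at 37 °C, staining 20 min on ice / Read-out: percent CD8+ FL2 mean versus row control / Probe or stimulus: QL9-loaded Drosophila micro-vesicles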
Ins promoter up – MIN6 insulin promoter up-regulation | AID 1625 | actives 0.3% (n = 190,000) | MIN6 insulin promoter-GFP reporter, high-content imaging; stronger effect = higher value | z-score at 5 µM;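 active = z-score above 3 at 5 µM with at least 500 cells counted in the well; inconclusive = wells under 500 cells, flagged as cytotoxic or low count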
MT stabilizer – stabilizes microtubules in HeLa cells | actives 0.83% (n = 200,000) | % tubulin-high responders, % at 10 µM | HeLa tubulin immunostaining HCS, 24 h; share of cells brighter than vehicle mean+2SD;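 active = plate Z-score above 3 for both tubulin-high and condensed-nucleus cell shares, with cell loss under 80%, at 10 µM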;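 note: anti alpha tubulin signal scored within the nucleus-defined area of each cell; some results filed as inactive read as strong as hits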
b-catenin transl – beta-catenin nuclear translocation modulation; actives 0.3% (n = 190,000); AID 1665; HeLa beta-catenin nuclear translocation, immunofluorescence imaging; nuclear translocation activity, % at 5 µM;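 active = nuclear translocation activity above 50% at 5 µM, with a well cell count of 50 or more; inconclusive = wells under 50 cells across six images, flagged as toxic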;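 note: per-cell ratio of nuclear to cytoplasmic median beta-catenin stain intensity; plate controls were DMSO negative control for no effect and GSK-3 inhibitor IX positive control for full effect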
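Read-out: Nuclear/cytoplasmic beta-catenin signal ratio, % activation | Assay system: Human HeLa cell line | Times: 24 h compound exposure at 37°C, 5% CO2 | Signal: Fluorescence imaging of beta-catenin antibody stain plus DAPI | Dosing: 5 µM primary, 0.02–20 µM confirmation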
Hep lipid drop – hepatic lipid droplet formation modulation; inhibition, % at 6.5 µM; actives 0.4% (n = 240,000); AML12 mouse hepatocytes, oleate lipid droplets, BODIPY imaging; AID 1656;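 active = lipid droplet intensity inhibited by at least 50%, with more than 500 cells counted; inconclusive = wells with under 300 cells, treated as cytotoxic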
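Material – AML12 mouse liver cells · Also added – oleate loading, 100 µM · Compound dosing – 6.5 µM single-point dosing · Times – overnight treatment with compound plus oleate · Measured by – fluorescence imaging, 20x objective, two fields per well · Read-out – percent inhibition of filter-corrected integrated lipid droplet intensity per well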
WT yeast gro inh mutant strain – also measured in WT yeast gro inh; calls as there; inhibition, %; mitochondrial fusion phenotypic screen, mutant strain inhibition
Ins promoter up cell count – further read-out of Ins promoter up, marked with its call; cell count; measured here: cytotoxicity, nuclei count;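 total cells summed across four imaged fields per well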
Hep lipid drop cells 6.5 µM – further read-out of Hep lipid drop, marked with its call; cell count; measured here: cell count, cytotoxicity flag;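 cells counted across two imaged fields per well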
b-catenin transl cell count 5 µM – also measured in b-catenin transl; calls as there; cell count; measured here: cell count, cytotoxicity flag
T cell modulator vesicle-bound % – second read-out of T cell modulator, no call of its own (marks repeat the call); double positive events, %; measured here: CD8+ vesicle-bound cell fraction;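 binding gate set so that unloaded-vesicle control wells show 10% double positive cells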
MT stabilizer Hoechst-high % – recorded beside MT stabilizer, whose call it bears; % Hoechst-high responders; measured here: nuclear condensation Hoechst responders;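 share of cells brighter than vehicle mean plus two SD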
MT stabilizer cytotoxicity % – second read-out of MT stabilizer, no call of its own (marks repeat the call); toxicity, %; measured here: cytotoxicity by cell density;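 0% = mean cell density of plate MIN control wells and 100% = no cells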
Autophagy mod cell loss 18 h – recorded beside Autophagy mod, whose call it bears; toxicity, %; measured here: cell loss, nuclei count;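 cell loss after 18 h compound exposure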
Myeloid diff 2 GFP+ MAC1+ % – second read-out of Myeloid diff 2, no call of its own (marks repeat the call); GFP+ MAC1+ double positive, %; measured here: differentiation confirmed by MAC1 staining
Numbers without * were called inactive; i = inactive; ? = inconclusive; nt = not tested or not shown.

smiles,Ins promoter up cell count,Autophagy mod cell loss 18 h,T cell modulator,WT yeast gro inh mutant strain,Ins promoter up,T cell modulator vesicle-bound %,Myeloid diff 2 GFP+ MAC1+ %,West Nile antiviral,Autophagy mod,Hep lipid drop cells 6.5 µM,MT stabilizer,Hep lipid drop,MT stabilizer Hoechst-high %,b-catenin transl cell count 5 µM,MT stabilizer cytotoxicity %,WT yeast gro inh,b-catenin transl,Myeloid diff 2
CCCCN(C(=O)c1cc(OC)c(OC)c(OC)c1)C1=CC2CCC(C1)N2C (stereo not drawn),1146,14,i,13,-0.1,20,0.7,-0.1%,i,nt,5.2,nt,3.4,1022,6.4,7,-3.1,i
O=C(c1c(F)cccc1F)N1CCN(c2ncccn2)CC1,861,4,i,nt,0.46,16,8.7,0.7%,i,739,3.9,-1,1.6,1115,7.8,nt,0.4,i
COc1ccccc1C(=O)NN=C1CCN(Cc2ccccc2)CC1,1306,7,i,-1,0.07,46,0.3,0.2%,i,644,2.3,2,2.2,472,6.3,21,-1.6,i
COc1ccc(S(=O)Cc2ccc(C(=O)N3CCN(c4cccc(C)c4C)CC3)o2)cc1 (stereo not drawn),nt,nt,i,nt,nt,19,nt,2.0%,nt,708,nt,-14,nt,nt,nt,nt,nt,?
CC(C)C[C@@H](N)c1nnc(SCC(=O)c2ccc(Cl)cc2)o1,nt,7,i,-13,nt,5,2.7,0.4%,i,762,1.6,4,2.1,1230,5.1,-1,-3.9,i
O=C(Cn1cc[n+](CC(=O)c2ccccc2)c1)c1ccccc1,1544,-5,i,-11,-0.14,14,0.8,-0.2%,i,nt,1.1,nt,1.1,1343,6.3,-1,0.0,i
Cc1ccc(NC(=O)CC2C(=O)NCCN2C(=O)c2ccc(F)cc2)cc1 (stereo not drawn),nt,nt,i,nt,nt,59,0.6,1.3%,nt,842,nt,-1,nt,nt,nt,nt,nt,i
Cc1ccc2[nH]cc(CCCN3C(=O)c4ccccc4C3=O)c2c1,1272,-3,i,2,-0.19,51,0.1,-0.8%,i,697,3.9,-14,3.6,1102,6.9,0,-1.0,i
O=C(O)CCCC(=O)Nc1ccc(OCc2nc3ccccc3s2)cc1,1345,-3,i,-7,0.65,38,0.2,0.3%,i,667,3.6,2,2.7,1433,10,-7,0.9,i
O=C(O)CN1C(=O)CCS(=O)c2ccccc21 (stereo not drawn),966,22,i,-27,-2,41,2.2,0.9%,i,558,4.0,10,1.4,1150,0.1,-9,0.8,i
O=C(NC(=S)NC1CCCC1)c1ccccc1,nt,nt,i,nt,nt,12,0.0,-0.2%,nt,627,nt,-8,nt,nt,nt,nt,nt,i
C/C=C/C=C\C(=O)Nc1cccc(C2=NOC3(C2)C[C@@H](C(N)=O)N(C(=O)c2cc([N+](=O)[O-])cc([N+](=O)[O-])c2)C3)c1 (stereo partly drawn),1005,nt,i,nt,-0.88,73,1.8,-0.6%,nt,753,nt,11,nt,1219,nt,nt,1.9,i
COc1ccc(OC(=O)CCc2c[nH]c3ccccc23)cc1,1328,2,i,5,-0.11,57,0.4,0.0%,i,695,1.7,4,2.9,1056,7.1,-5,3.0,i
CCc1nnc(NS(=O)(=O)c2ccc(NC(=O)c3cccc4ccccc34)cc2)s1,1273,0,i,-11,-0.64,46,0.6,nt,i,726,3.3,4,1.0,1104,1.2,10,0.7,i
CCOC(=O)C1(Cc2ccccc2C)CCCN(C(=O)c2sccc2C)C1 (stereo not drawn),nt,nt,i,nt,nt,11,0.6,-1.2%,nt,684,nt,-25,nt,nt,nt,nt,nt,i
CN(Cc1cccs1)C(=O)/C=C/c1ccccc1[N+](=O)[O-],1080,-8,i,-36,0.29,51,0.4,-0.7%,i,676,1.7,6,1.6,1038,3.5,-17,4.2,i
CCOc1ccc2c(c1)C(C)=CC(C)(C)N2S(=O)(=O)c1ccc(C)cc1,735,46,nt,20*,-3.3,nt,nt,-0.8%,i,nt,6.1,?,22,758,56,72*,44,?
O=C(CSc1c2c(nc3cc(Cl)ccc13)CCCC2)NCCN1CCOCC1,nt,9,i,0,nt,39,0.4,1.2%,i,659,1.8,-37,1.6,543,3.0,-4,10,i
Cc1cccc(C)c1NC(=S)Nc1c(C)n(C)n(-c2ccccc2)c1=O,1377,8,i,-7,0.33,18,1.1,0.4%,i,683,3.1,24,2.0,971,6.4,-13,-0.6,i
CCC1Nc2ccccc2-c2nnc(SC)nc2O1 (stereo not drawn),791,-3,i,-2,0.27,47,0.9,0.6%,i,752,2.6,3,1.5,1141,3.6,1,-1.3,i
COCCCNC(=O)CCc1ccccc1,1601,-20,i,2,-0.39,36,0.4,0.1%,i,700,4.2,18,1.5,1092,12,-7,-1.9,i
CCOCCCNS(=O)(=O)c1ccc(NC(=O)c2ccc(OC)c([N+](=O)[O-])c2)cc1,1711,20,i,6,0.79,55,0.2,-0.8%,i,621,3.6,-13,1.3,1044,2.6,-6,0.1,i
Cc1ccc(S(=O)(=O)NCC(=O)N(CC(=O)NCc2ccco2)Cc2ccc(F)cc2)cc1,nt,nt,i,nt,nt,13,0.0,-0.7%,nt,793,nt,15,nt,nt,nt,nt,nt,i
CC1CCN(c2ncnc3nc[nH]c23)CC1,1880,-2,i,8,-0.27,39,2.4,-0.2%,i,609,5.5,-13,2.8,1132,7.4,0,-2.3,i

3 compounds from above, arranged by the number in WT yeast gro inh mutant strain, largest number first.
canonical_smiles,T cell modulator,WT yeast gro inh mutant strain,T cell modulator vesicle-bound %,Myeloid diff 2 GFP+ MAC1+ %,West Nile antiviral,MT stabilizer Hoechst-high %
CC1CCN(c2ncnc3nc[nH]c23)CC1,i,8,39,2.4,-0.2%,2.8
CCc1nnc(NS(=O)(=O)c2ccc(NC(=O)c3cccc4ccccc34)cc2)s1,i,-11,46,0.6,nt,1.0
CN(Cc1cccs1)C(=O)/C=C/c1ccccc1[N+](=O)[O-],i,-36,51,0.4,-0.7%,1.6

Additional entries follow:
smiles,Ins promoter up cell count,Autophagy mod cell loss 18 h,T cell modulator,WT yeast gro inh mutant strain,Ins promoter up,T cell modulator vesicle-bound %,Myeloid diff 2 GFP+ MAC1+ %,West Nile antiviral,Autophagy mod,Hep lipid drop cells 6.5 µM,MT stabilizer,Hep lipid drop,MT stabilizer Hoechst-high %,b-catenin transl cell count 5 µM,MT stabilizer cytotoxicity %,WT yeast gro inh,b-catenin transl,Myeloid diff 2
O=C(O)CN1C(=O)NC2(CCOc3ccccc32)C1=O (stereo not drawn),944,nt,i,nt,0.55,54,0.2,0.5%,nt,630,nt,5,nt,1390,nt,nt,-1.5,i
CN(C)S(=O)(=O)c1cccc(COc2cccnc2[N+](=O)[O-])c1,nt,nt,i,nt,nt,19,1.1,-0.8%,nt,845,nt,-2,nt,nt,nt,nt,nt,i
Cc1cc(C(=O)N2CCN(c3ccccc3)CC2)no1,1565,1,i,-30,0.64,40,12,-0.1%,i,nt,2.7,nt,1.2,902,3.9,-17,-0.3,i
O=c1[nH]c(SCc2ccccc2Cl)nc2c1CCC2,1275,7,i,-10,0.41,55,0.7,-0.7%,i,707,1.8,-22,1.1,nt,30,-12,nt,i
CCOC(=O)C(=O)c1csc(NC(=O)CCSc2ccc(C)cc2)n1,1222,11,i,1,-0.07,27,0.2,0.2%,i,727,0.9,0,0.9,1126,0.5,11,0.0,i
CN1CCN(C(=O)c2cc(-c3ccco3)on2)CC1,nt,-2,i,-42,nt,37,0.3,-0.3%,i,740,1.9,1,2.0,1157,4.3,-8,-1.3,i
Cc1ccc(-c2cn3cccnc3n2)cc1NC(=O)c1cccs1,1431,29,i,2,2,48,0.3,0.0%,i,615,2.9,-1,1.4,1107,2.4,0,-1.5,i
COc1ccc(S(=O)(=O)N2CCCC(C(=O)Nc3cccc(C(C)=O)c3)C2)cc1 (stereo not drawn),1167,-2,i,2,0.49,46,0.6,0.0%,i,737,3.1,-4,2.6,1159,23,-12,1.2,i
CCCc1cc(NCCCN2CCOCC2)n2c(nc3ccccc32)c1C#N,1129,6,i,0,0.65,40,0.9,0.7%,i,718,2.6,6,3.7,936,7.8,-4,-0.8,i
